# Compound activity: PubChem BioAssay, several laboratories
# hcDAF12 agonist – activates DAF-12 receptor from parasite H. contortus. HEK293 hcDAF-12 lit1-tk-luc reporter, luminescence; 0% DMSO, 100% Δ7-dafachronic acid. activation, % at 6.8 µM. actives 1.4% (n = 370,000);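 active = activation above the mean of all tested compounds plus 3 SD, cut at about 5.5% in these data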;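 note: 100% = response to 3 µM Δ7-dafachronic acid high control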
# FXN GAA850 act – activators of GAA850 frataxin (FXN) promoter; HEK293 lucGAA850 FXN promoter luciferase reporter, 24 h; percent of 10 µM SAHA response; activation, % at 6 µM; actives 0.56% (n = 360,000); AID 540364;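 active = activation above the average of all compounds screened plus 3 SD, cutoff fixed separately per campaign, cut at about 7.5% in these data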;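 note: 0% = DMSO wells and 100% = 10 µM SAHA wells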
# HGIII-sPLA2 inh – Inhibits HGIII-sPLA2 liposome hydrolysis, primary screen. Q9NZ20. QFRET BODIPY PC-A2 liposome hydrolysis, fluorescence. inhibition, % at 12.2 µM. actives 0.56% (n = 370,000);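 active = inhibition above mean plus 3 SD of compounds lying within the high and low control bounds, cut at about 19% in these data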;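 note: 0% = median of test compound wells and 100% = no enzyme DMSO wells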
# DAX1 inh-1 – inhibits human nuclear receptor DAX1. AID 504766. P51843. actives 0.99% (n = 340,000). inhibition, % at 6.75 µM. HEK293 Gal4-DAX1 luciferase reporter, luminescence;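 active = inhibition above the mean over all tested compounds plus 3 SD, cut at about 4.2% in these data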;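 note: 0% = DAX1-transfected cells with DMSO and 100% = empty-vector control cells with DMSO; inhibition shows as a rise in luminescence from relieved DAX1 repression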
# NPR2 activator – GC-B (human) receptor activation. activation, % at 10 µM. actives 0.11% (n = 370,000). HEK293-GC-B cells, CNP EC30, cGMP TR-FRET; 0% at EC30 CNP, 100% saturating CNP. P20594. AID 1920062;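 active = activation at 10 µM reaching about 35% in either raw or pattern-adjusted values, limit read from the data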
# ssDAF12 agonist – activates DAF-12 receptor from parasite S. stercoralis. actives 1% (n = 370,000). AID 652126. activation, % at 6.8 µM. HEK293 ssDAF-12/GRIP1 lit1-tk-luc reporter, luminescence; % of 3 µM dafachronic acid response;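 active = activation above the mean over all tested compounds plus 3 SD, cut at about 0.9% in these data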;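 note: 0% = DMSO-only wells and 100% = 3 µM delta7-dafachronic acid wells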
# KLK7 zymogen act – activates the human kallikrein-7 zymogen | actives 0.9% (n = 370,000) | purified proKLK7, EDANS-DABCYL substrate fluorescence; 100% is mature enzyme control, 0% vehicle | AID 652039 | P49862 | activation, % at 7 µM;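 active = activation above the mean of all tested compounds plus 3 SD, computed per campaign excluding outliers beyond control limits, cut at about 13% in these data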
# hgDAF-12 ag – hgDAF-12 agonism, primary luciferase screen | HEK293 GAL4-hgDAF12 UAS-luciferase reporter, agonist luminescence; normalized to butyrate control | activation, % at 6.8 µM | actives 1.8% (n = 370,000) | AID 687014;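 active = activation above a cutoff set at the mean of all screened compounds plus 3 SD, cut at about 10% in these data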;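 note: 0% = DMSO wells and 100% = sodium butyrate wells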
# SMARCA2 act – activators of SMARCA2 function; actives 1% (n = 370,000); MG213 cells, MMTV-luciferase reporter, dexamethasone, overnight; activation, % at 9.1 µM; in the data active = activation above about 7.8%;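 note: 0% = vehicle wells and 100% = reference activator wells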
# NPR1 activator – GC-A (human) enzyme activation; P16066; AID 1671463; HEK293 GC-A cells, cGMP TR-FRET, EC30 ANP; 0% at EC30 ANP, 100% saturating ANP; activation, % at 10 µM; actives 0.14% (n = 370,000); in the data active = activation above about 40%
# Target sequence (P16066 whole entry, looked up): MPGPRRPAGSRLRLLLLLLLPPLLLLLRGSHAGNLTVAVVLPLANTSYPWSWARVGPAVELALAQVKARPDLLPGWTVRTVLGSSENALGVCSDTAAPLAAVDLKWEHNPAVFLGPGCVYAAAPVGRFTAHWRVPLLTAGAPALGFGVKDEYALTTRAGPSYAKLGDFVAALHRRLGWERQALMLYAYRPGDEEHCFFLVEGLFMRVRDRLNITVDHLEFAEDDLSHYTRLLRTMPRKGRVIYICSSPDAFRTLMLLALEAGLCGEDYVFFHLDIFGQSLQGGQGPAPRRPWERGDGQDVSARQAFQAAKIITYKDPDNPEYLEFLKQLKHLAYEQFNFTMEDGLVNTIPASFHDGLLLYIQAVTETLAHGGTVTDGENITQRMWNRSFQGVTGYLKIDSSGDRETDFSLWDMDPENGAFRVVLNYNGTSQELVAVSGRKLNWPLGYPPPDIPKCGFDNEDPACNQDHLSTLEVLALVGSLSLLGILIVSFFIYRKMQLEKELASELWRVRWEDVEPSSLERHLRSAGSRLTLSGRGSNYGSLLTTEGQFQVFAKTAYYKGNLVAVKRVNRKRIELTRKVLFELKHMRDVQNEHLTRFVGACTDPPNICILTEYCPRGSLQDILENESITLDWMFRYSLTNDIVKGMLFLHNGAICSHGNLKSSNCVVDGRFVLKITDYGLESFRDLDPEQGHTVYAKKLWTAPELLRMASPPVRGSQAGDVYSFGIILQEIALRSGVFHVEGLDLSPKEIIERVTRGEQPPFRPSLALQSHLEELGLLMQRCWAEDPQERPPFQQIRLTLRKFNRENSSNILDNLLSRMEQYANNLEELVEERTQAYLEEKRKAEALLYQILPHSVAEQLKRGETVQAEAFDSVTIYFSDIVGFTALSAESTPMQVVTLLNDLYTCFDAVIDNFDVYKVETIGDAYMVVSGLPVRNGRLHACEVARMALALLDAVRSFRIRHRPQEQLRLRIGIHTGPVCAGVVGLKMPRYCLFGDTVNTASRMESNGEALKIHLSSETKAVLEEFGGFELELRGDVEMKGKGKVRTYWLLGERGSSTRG
# DAX1 inh-2 – blocks DAX1 repression of SF-1 activated StAR promoter; HEK293T StAR-luciferase reporter, SF-1/DAX-1 repression relief; inhibition, % at 6.8 µM; actives 1.1% (n = 370,000); AID 652010;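 active = inhibition above the mean over all tested compounds plus 3 SD, cut at about 3.6% in these data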;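 note: 0% = DAX-1 cells with DMSO and 100% = cells lacking DAX-1 with DMSO; higher inhibition means more luminescence from relief of DAX-1 repression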
# The depositor's hits bear a star; / = not tested or not shown.
SMILES,hcDAF12 agonist,FXN GAA850 act,HGIII-sPLA2 inh,DAX1 inh-1,NPR2 activator,ssDAF12 agonist,KLK7 zymogen act,hgDAF-12 ag,SMARCA2 act,NPR1 activator,DAX1 inh-2
COC(=O)C1C2C=CC3(CN(c4cccc(C)c4)C(=O)C13)O2 (stereo not given),-1.5,0.7,1,0.1,-6,-0.7,-0.4,1.4,1,-2,0.2
O=C(NCCN1CCOCC1)c1cccc(S(=O)(=O)Nc2cc(Cl)ccc2Cl)c1,-1.3,0.6,-6,-1.3,5,-1.1,-0.5,-1.2,-1,4,2.1
CC(=O)c1cc2c(s1)-c1cc(F)ccc1OC2,-1.9,0.6,-1,1.1,-4,-0.5,71*,-1.0,1,8,0.7
COc1cc(C2C(C(=O)c3ccco3)=C(O)C(=O)N2c2cc(C)on2)ccc1OCc1ccccc1 (stereo not given),0.2,/,-4,/,-7,-0.5,-0.2,-0.3,-4,1,0.2
Cc1cc(SCC(=O)c2cccs2)n2nc(C)c(-c3ccccc3)c2n1,-0.7,3.1,-43,0.0,0,-0.9,0.1,-1.4,-4,5,-0.3
O=C(O)C1CCCCC1C(=O)N1CCCC1 (stereo not given),0.1,2.9,3,-0.1,1,1.5*,-0.5,2.1,-4,2,0.6
COc1ccc(N2CCN(C(=O)CNS(=O)(=O)c3ccc(C)c(C)c3)CC2)cc1,-1.5,1.8,-1,-0.3,1,-1.1,0.0,-0.3,-3,-2,-0.2
CN(C)CCN(C(=O)CCc1ccccc1)c1nc2c(F)cc(F)cc2s1,-0.9,-0.6,-6,-1.0,-13,-1.4,0.7,3.5,-3,-2,0.1
C=CCOc1ccccc1CNn1c(C)n[nH]c1=S,-0.4,0.8,7,0.1,4,-1.0,0.6,6.0,-1,1,0.5
COCCn1cnc2c1c(=O)n(CC(=O)NC1CCCCC1)c(=O)n2Cc1ccccc1,0.6,-0.4,-6,0.7,-2,-0.9,0.0,-1.6,0,1,0.1

# Next part, overlapping the part above by 2 compounds.
SMILES,hcDAF12 agonist,FXN GAA850 act,HGIII-sPLA2 inh,DAX1 inh-1,NPR2 activator,ssDAF12 agonist,KLK7 zymogen act,hgDAF-12 ag,SMARCA2 act,NPR1 activator,DAX1 inh-2
C=CCOc1ccccc1CNn1c(C)n[nH]c1=S,-0.4,0.8,7,0.1,4,-1.0,0.6,6.0,-1,1,0.5
COCCn1cnc2c1c(=O)n(CC(=O)NC1CCCCC1)c(=O)n2Cc1ccccc1,0.6,-0.4,-6,0.7,-2,-0.9,0.0,-1.6,0,1,0.1
COc1cc(C(=O)NNC(=O)c2cc(C)[nH]n2)cc(OC)c1OC,-1.8,-1.8,7,-0.5,5,-1.4,-0.3,-0.4,-4,-2,-0.3
c1ccc2sc(NN=C3CCCC3)nc2c1,9.0*,4.4,2,1.3,0,1.2*,-0.1,5.7,7,0,4.1*
Fc1ccc(Nc2nc(-c3ccncc3)cs2)cc1,1.9,7.9*,0,-1.1,-9,-1.0,-0.3,9.7,-2,7,0.9
CCCC(=O)N(c1ccccc1)C1C=CS(=O)(=O)C1 (stereo not given),-1.0,0.1,14,1.6,4,-0.5,0.0,-0.9,-1,-1,0.1
Cc1c(NC(=O)COC(=O)c2ccc(F)c(S(=O)(=O)N3CCOCC3)c2)c(=O)n(-c2ccccc2)n1C,-1.8,0.1,3,0.5,0,-1.1,0.3,-0.1,-2,0,-0.7
OCC1=C[C@@H](O)[C@@H]2C=CO[C@@H](O[C@@H]3O[C@H](CO)[C@@H](O)[C@H](O)[C@H]3O)[C@H]12,0.7,-0.7,-1,0.4,1,-0.5,-0.5,-1.4,-1,-2,-0.3
CC(=O)Nc1ccc(S(=O)(=O)N2CCN(C(=O)c3ncoc3-c3ccccc3)CC2)cc1,-1.8,-1.1,-5,-1.1,4,-1.5,0.1,-0.6,-5,-5,-0.5
Cc1ccc(-c2nnn(C/C(N)=N/O)n2)cc1,-0.8,1.9,3,-1.0,2,-0.8,0.6,2.8,0,4,0.4
CCCNC(=O)C(NS(=O)(=O)c1cccc2nsnc12)c1ccccc1 (stereo not given),0.4,1.4,1,0.4,0,-0.8,-0.1,1.2,-1,-2,-0.3
Cc1ccc(-c2nc(CN3CCCCC3CCN3CCCC3=O)c(C)o2)o1 (stereo not given),-2.4,4.5,-7,-0.3,1,-0.5,0.1,2.1,1,-1,0.2
CC(=O)C[C@@H](O)CC(=O)[C@@H]1OC(=O)CCCCCCc2ccccc21,2.0,1.0,1,0.4,0,-1.1,0.8,0.3,1,1,-0.2
COc1ccc(CC(=O)OCC(=O)c2ccc(S(=O)(=O)N3CCCCC3)cc2)cc1,-1.6,1.9,-14,1.6,2,-1.0,-0.2,-1.2,-1,0,-1.3
Cc1cc(C(=O)CCl)c(C)n1-c1cccc([N+](=O)[O-])c1,-0.3,2.0,3,-1.6,6,-1.2,0.6,8.5,1,-6,-1.2
O=C(c1ccc(Br)c([N+](=O)[O-])c1)N1CCN(Cc2ccccc2)CC1,-0.1,-0.5,6,-0.9,2,-1.7,0.0,0.4,-5,2,-0.7
Cc1ccccc1NNC(N)=S,2.2,-0.6,13,0.0,3,0.3,-0.6,0.8,-4,1,-0.8
Cc1ccccc1-n1c(=S)[nH]c2nc3c(cc2c1=O)COC(C)(C)C3,-0.6,-1.4,20*,-1.4,-2,-2.1,-0.4,3.1,-3,-2,-0.4
COc1ccc(C(=O)N2CCCC(Nc3ccc(F)cc3)C2)c(OC)c1 (stereo not given),-1.1,2.0,5,0.2,0,-1.1,0.2,1.7,0,1,-2.4
CC[C@@]1(C(=O)OC)N[C@H](CN(C)S(=O)(=O)c2ccc(C(C)(C)C)cc2)[C@@H]2C(=O)N(C)C(=O)[C@@H]21,1.2,-0.9,0,-1.2,4,-1.2,0.4,-1.3,-2,0,0.1
CN(c1ccc(OCC(=O)N2CCC(C(N)=O)CC2)cc1)S(=O)(=O)c1cccs1,1.3,1.0,6,2.8,1,-0.4,0.0,-0.3,-4,4,0.8
Cc1c(C(=O)NCCN2CCOCC2)oc2ccc(Br)cc12,0.2,3.2,-3,2.0,-5,-0.5,0.4,-0.1,5,3,2.3
N/C(COc1ccccc1)=N\NS(=O)(=O)c1ccccc1,-1.2,1.5,2,1.4,-2,-0.4,-0.3,-0.8,1,-2,0.1
CCOc1cc(N2CCOCC2)c(OCC)cc1NS(=O)(=O)c1ccc(Cl)s1,-0.9,-3.4,3,-1.3,-5,-1.1,0.3,-0.9,1,-12,-2.3
CC1CCCN(C(=O)CN2C(=O)NC3(CCCCC3C)C2=O)C1 (stereo not given),0.0,0.3,0,0.6,9,-0.6,-0.8,0.8,0,3,0.8
c1c(CC2CCCC2)nnn1C[C@H]1CC[C@@H]([C@@H]2CC[C@H](Cn3cc(CC4CCCC4)nn3)O2)O1,-0.6,0.7,1,0.3,-8,-1.1,-0.2,-1.4,0,-6,0.0
O=C(Nc1ccc(N2CCCC2)c(Cl)c1)c1ccccc1F,2.9,4.7,11,3.5,-3,0.5,-0.2,22*,2,-4,5.1*
CCOC(=O)c1c(C)n(C)c2ccc(OCC(N)=O)cc12,-0.6,-2.2,1,0.1,-3,-1.5,-0.1,1.3,-3,-5,-0.5
CC(C)=CC(=O)Nc1ccccc1C(N)=O,-0.8,1.2,4,0.0,2,-1.4,0.0,1.9,5,2,0.3
CC(=O)Nc1ccc(/C=N/N2C(C)CCCC2C)cc1 (stereo not given),-0.2,-0.1,-2,-1.0,6,-2.0,0.3,2.4,-2,2,0.1
FC(F)(F)c1cccc(N2CCN(C3CC4CCC3C4)CC2)c1 (stereo not given),0.3,-2.4,20*,-0.6,4,-0.8,-0.6,7.0,-2,-2,-0.3
Cc1c(/C(O)=C2\C(=O)C(=O)N(CCN(C)C)C2c2ccccc2)cnn1-c1ccccc1 (stereo not given),-2.9,-5.5,-1,-0.4,-4,-2.5,-0.1,-7.9,-6,6,-0.7
CCOc1cc(C2C(C#N)=C(N)Oc3n[nH]c(CC)c32)ccc1OCCN1CCOCC1 (stereo not given),-1.2,-0.7,-4,-0.1,-1,-0.8,-0.6,0.1,2,0,0.3
Cc1nn(-c2ccccc2)c2c1C(c1ccc(F)cc1F)C(C#N)=C(N)O2 (stereo not given),-0.1,2.1,-1,0.0,3,-1.1,0.2,-1.6,2,8,-0.5
C=CCNC(=S)NNC(=O)c1ccco1,-1.4,-0.4,8,1.1,4,-0.3,0.6,-0.6,-1,1,-0.5
CC1CCCN(S(=O)(=O)c2ccc(NC(=O)CN3CCCCC3)cc2)C1 (stereo not given),-1.0,1.0,-5,-1.1,3,-1.6,0.2,6.1,-3,0,-0.5
Cc1ccc(S(=O)(=O)c2nc(S(C)(=O)=O)sc2NCc2ccc3c(c2)OCO3)cc1,-1.7,1.6,-7,-1.0,0,-1.4,0.2,-1.1,1,7,-0.1
CC(=O)Nc1ccc(S(=O)(=O)NN=Cc2ccc(Cl)c(Cl)c2)cc1,1.2,2.2,-6,-0.7,1,-1.1,-0.7,1.9,-5,0,1.2
CCOc1ccc(CCNC(=O)COC(=O)c2cc(S(=O)(=O)N3CCOCC3)ccc2F)cc1OCC,-1.0,0.7,-2,1.2,2,-0.5,0.9,2.5,1,-1,-1.0
O=C(COc1ccc(Br)cc1CO)Nc1ccc(S(=O)(=O)N2CCCCC2)cc1,-1.3,0.2,-34,-0.9,4,-1.5,-0.1,3.5,-2,5,-2.2
N#CCN(C(=O)COC(=O)C1CC2CCCC(C1)C2=O)c1ccccc1 (stereo not given),0.1,0.9,7,0.0,5,0.4,0.1,5.5,-1,2,0.6
CCCCC(CC)Cn1c(O)c(/C=C2\C=NN=C2c2ccccc2)sc1=S (stereo not given),-3.0,4.8,16,-0.7,6,-1.1,-0.5,-2.8,0,7,0.4
CCOC(=O)CC(=O)CSc1nc2ccc(OC)cc2cc1C,0.0,5.7,-19,-0.1,1,1.7*,0.1,3.4,-4,-2,0.5
CC(C)OC(=O)c1ccc(NC(=O)C2C3CC4OC(=O)C2C4C3)cc1 (stereo not given),3.3,4.1,3,0.9,1,0.1,0.4,9.3,3,2,1.9
CCn1c(SCC(=O)Nc2nccs2)nnc1-c1ccccc1,-2.7,2.9,2,-0.1,5,-0.9,-1.1,-0.5,-2,-4,0.8
O=C(O)c1cc(N/N=C/c2ccc(-c3ccccc3)cc2)ccc1Cl,11*,2.9,-21,3.0,-8,1.3*,-0.2,24*,3,7,2.4
CCc1ccc(CNc2ccc3c(c2)ncn3C)cc1,4.8,3.8,3,1.5,3,-0.2,0.6,6.6,4,7,4.6*
CCOC(=O)C1CCCN(c2c(N3CCN(c4cccc(Cl)c4)CC3)c(=O)c2=O)C1 (stereo not given),-0.4,0.2,9,0.0,6,-0.9,-0.7,-1.9,-3,-3,-0.6

# Compounds as they come; any-hit rate near 6.7%.
